PREPL inhibitor: PREPL enzyme inhibitors, primary screen, biochemical, fluorescence polarization; inhibition, % at 5.96 µM; Prolyl endopeptidase-like (Homo sapiens), Q4J6C6; 320,000 compounds, 0.68% hits; recombinant PREPL, fluorescence polarization activity-based probe; in the data active = inhibition above about 43%;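 also: 0% = enzyme with DMSO and 100% = wells lacking enzyme; many of its hits are not listed in these tables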
Target sequence (Q4J6C6 whole entry, looked up): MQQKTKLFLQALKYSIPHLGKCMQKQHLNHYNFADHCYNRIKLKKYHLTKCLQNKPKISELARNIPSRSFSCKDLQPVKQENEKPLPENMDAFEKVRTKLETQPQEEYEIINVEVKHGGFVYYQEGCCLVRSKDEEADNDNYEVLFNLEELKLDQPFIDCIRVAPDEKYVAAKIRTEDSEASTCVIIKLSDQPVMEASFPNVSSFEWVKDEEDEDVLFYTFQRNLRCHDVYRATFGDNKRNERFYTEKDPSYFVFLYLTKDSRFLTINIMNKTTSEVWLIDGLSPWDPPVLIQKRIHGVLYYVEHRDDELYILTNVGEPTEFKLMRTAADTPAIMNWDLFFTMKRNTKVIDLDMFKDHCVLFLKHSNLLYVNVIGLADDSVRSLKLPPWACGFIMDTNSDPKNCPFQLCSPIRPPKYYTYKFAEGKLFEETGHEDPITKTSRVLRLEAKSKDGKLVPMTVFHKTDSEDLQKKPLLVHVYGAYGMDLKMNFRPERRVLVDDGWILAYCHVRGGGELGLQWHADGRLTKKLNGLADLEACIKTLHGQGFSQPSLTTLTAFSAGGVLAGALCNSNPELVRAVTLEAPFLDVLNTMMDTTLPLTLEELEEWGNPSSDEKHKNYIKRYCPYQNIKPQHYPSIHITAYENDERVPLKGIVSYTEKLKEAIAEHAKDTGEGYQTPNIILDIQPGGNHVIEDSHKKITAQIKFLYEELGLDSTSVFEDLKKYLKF
Efflux pump inh: inhibitors of Candida efflux pumps in yeast, primary screen, S. cerevisiae, Nile Red, multiplex. 330,000 compounds, 0.44% hits. inhibition, % at 10 µM. S. cerevisiae Candida pump triplex. AID 485275, 2010;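 active = plate passing quality check with inhibition over a set limit, or well fluorescence over plate mean plus 4 SD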;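 also: Nile Red retained in pooled yeast measured as flow cytometry median fluorescence; 0% = buffer negative control and 100% = Enniatin B positive control; higher means more Nile Red kept so more efflux inhibition; some compounds called inactive have numbers as strong as hits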
Active calls of the source: *. These rows are one share of the data. The share of hits here may be higher or lower than overall.

SMILES	PREPL inhibitor	Efflux pump inh
C=CC[C@@H](CC(=O)N[C@@H](CO)Cc1ccccc1)C(=O)NCCOC(=O)[C@@H](CC=C)Cc1ccc(F)cc1	11	-0.1
CC(=O)N1CCN(C(=O)c2ccc3c(c2)OCO3)CC1	10	-0.1
COc1ccc(NS(=O)(=O)c2cccc(C(=O)N3CCN(C(=O)c4ccco4)CC3)c2)cc1	10	0.0
Cc1nn(-c2ccccc2)c(C)c1C(=O)OC(C)C(=O)NC1CCCCC1 (configuration not stated)	19	0.1
COc1ccc(NS(=O)(=O)c2ccc(C(=O)N3CCC(C)CC3)cc2)cc1	-8	0.2
O=C(COC(=O)c1ccc(C(F)(F)F)cc1)Nc1cccc(S(=O)(=O)NC2=NCCCCC2)c1	46*	-0.2
COc1cc(C#Cc2c(-c3cncn3C)n(C)c3ccc(-c4cc(OC)c(OC)c(OC)c4)cc23)cc(OC)c1	41	0.1
CCc1ccc(OCC(=O)OCC(=O)NC2CCCC(C)C2C)cc1 (configuration not stated)	4	0.1
COc1ccc(/C=C/C(=O)O/N=C(\N)c2ccccn2)cc1OC	7	-0.1
COc1ccccc1N(CC(=O)Nc1ccccc1C(F)(F)F)S(=O)(=O)c1cccs1	-12	-0.2
CSc1ccccc1NC(=O)CN(C)C(C)C(=O)NCc1ccc2c(c1)OCO2 (configuration not stated)	2	0.1
O=C1C=CN(Cc2ccccc2)C(c2ccccc2)C1 (configuration not stated)	5	-0.1
CCC(CO)Oc1cc(NCc2cccc(Cl)c2)c2ncn(C(C)C)c2c1 (configuration not stated)	57*	0.0
COc1ccc(-c2cc3cc4c(cc3cn2)OCO4)cc1	-1	-0.1
CC1CCC2(CC1)NC(=O)N(CC(=O)N1CC(C)CC(C)C1)C2=O (configuration not stated)	12	-0.2
CCC1(c2ccc(F)cc2)NC(=O)N(CC(=O)Nc2ccc3c(c2)OCCO3)C1=O (configuration not stated)	2	-0.2
CC(=O)Nc1ccc(C(=O)OCC(=O)N2CC3(C)CC2CC(C)(C)C3)cc1 (configuration not stated)	11	0.2
CON(C)C(=O)/C=C/CCCCNC(=O)OC(C)(C)C	-2	-0.1
O=C(OCc1c(-c2ccccc2)ncc2ccccc12)c1ccc(C(F)(F)F)cc1	0	0.1
NS(=O)(=O)c1ccc(NC(=O)COC(=O)c2ncc(Cl)c(Cl)c2Cl)cc1	6	-0.2
O=C(CSc1nc2ccccc2c(=O)n1CCCN1CCOCC1)Nc1ccc(Br)cc1	13	-0.1
O=C(Cn1cc(C(F)(F)F)ccc1=O)N1CCc2ccccc21	5	-0.3
O=C(COC(=O)/C=C/c1cccc(Cl)c1)NCc1cccs1	16	-0.3
COc1ccc(OC)c(NC(=O)COC(=O)Cc2ccsc2)c1	7	0.0

Looked up above:
PREPL inhibitor, CC(=O)Nc1ccc(C(=O)OCC(=O)N2CC3(C)CC2CC(C)(C)C3)cc1 (configuration not stated) → 11
PREPL inhibitor, O=C1C=CN(Cc2ccccc2)C(c2ccccc2)C1 (configuration not stated) → 5

12 entries from above, as comma-separated lines.
canonical_smiles,PREPL inhibitor,Efflux pump inh
O=C1C=CN(Cc2ccccc2)C(c2ccccc2)C1 (configuration not stated),5,-0.1
CCC(CO)Oc1cc(NCc2cccc(Cl)c2)c2ncn(C(C)C)c2c1 (configuration not stated),57*,0.0
COc1ccc(-c2cc3cc4c(cc3cn2)OCO4)cc1,-1,-0.1
CC1CCC2(CC1)NC(=O)N(CC(=O)N1CC(C)CC(C)C1)C2=O (configuration not stated),12,-0.2
CCC1(c2ccc(F)cc2)NC(=O)N(CC(=O)Nc2ccc3c(c2)OCCO3)C1=O (configuration not stated),2,-0.2
CC(=O)Nc1ccc(C(=O)OCC(=O)N2CC3(C)CC2CC(C)(C)C3)cc1 (configuration not stated),11,0.2
CON(C)C(=O)/C=C/CCCCNC(=O)OC(C)(C)C,-2,-0.1
O=C(OCc1c(-c2ccccc2)ncc2ccccc12)c1ccc(C(F)(F)F)cc1,0,0.1
NS(=O)(=O)c1ccc(NC(=O)COC(=O)c2ncc(Cl)c(Cl)c2Cl)cc1,6,-0.2
O=C(CSc1nc2ccccc2c(=O)n1CCCN1CCOCC1)Nc1ccc(Br)cc1,13,-0.1
O=C(Cn1cc(C(F)(F)F)ccc1=O)N1CCc2ccccc21,5,-0.3
O=C(COC(=O)/C=C/c1cccc(Cl)c1)NCc1cccs1,16,-0.3

Next part:
SMILES	PREPL inhibitor	Efflux pump inh
CCC(CN(C)C)Oc1cc(NCc2ccccc2)c2ncn(C(C)C)c2c1 (configuration not stated)	63*	-0.1
CC(C)[C@H](NC(=O)c1ccccc1F)C(=O)NNC(=O)c1cccs1	2	0.2
O=C(NNS(=O)(=O)c1c(F)cc(F)c(Cl)c1F)C12CC3CC(CC(C3)C1)C2	15	-0.2
COc1ccc(Cl)cc1NS(=O)(=O)c1cccc(C(=O)NC2CC2)c1	-1	0.0
C[C@@H]1CN([C@@H](C)CO)C(=O)c2cc(NC(=O)Nc3ccccc3)ccc2O[C@H]1CN(C)C(=O)Nc1cccc2ccccc12	23	0.0
CCN(c1ccccc1)S(=O)(=O)c1ccc(N2CCN(c3ccc(OC)cc3)CC2)nc1	7	0.2
O=C1CCN(Cc2ccccc2)C=C1c1cccc(O)c1	9	-0.2
CCCCNc1c(-c2ccc(SC3CCCCC3)cc2)nc2cnccn12	16	0.3
CCCCC[C@@H]1C=C(C(=O)O)[C@H](c2ccc(OC)c(OC)c2)N1S(=O)(=O)c1ccc(C)cc1	1	0.2
CC(C)NC(=O)N(C)C[C@H]1Oc2c(NC(=O)Nc3ccccc3)cccc2C(=O)N([C@H](C)CO)C[C@@H]1C	4	0.0
O=C(CCC(=O)c1ccc(Cl)cc1)OCn1nnc2ccccc2c1=O	11	-0.2
C[C@H](CO)N1C[C@H](C)[C@@H](CN(C)Cc2ccc3c(c2)OCO3)Oc2c(NC(=O)Cc3ccccc3)cccc2C1=O	17	-0.1
C[C@@H]1COC(=O)[C@@H](Cc2ccc(F)cc2)C/C=C\C[C@@H](CC(=O)N[C@H](CO)Cc2ccccc2)C(=O)N1	14	0.1
C[C@H](CO)N1C[C@H](C)[C@@H](CN(C)S(=O)(=O)c2cccs2)Oc2c(NC(=O)C3CC3)cccc2C1=O	12	-0.4
C[C@H]1CN([C@@H](C)CO)C(=O)c2cc(NC(=O)Cc3ccccc3)ccc2O[C@H]1CN(C)Cc1ccccc1	21	-0.3
CC(=O)N[C@@H](CS)C(=O)O	8	0.1
Cc1csc(=O)n1CCC(=O)N(C)Cc1c(F)cccc1Cl	13	0.1
O=C(Nc1ccc(S(=O)(=O)Nc2ncccn2)cc1)C12CC3CC(CC(Cl)(C3)C1)C2	6	0.0
CCN(CC(=O)Nc1ccc2c(c1)OCCO2)C(=O)c1ccccc1Br	10	0.1
N#Cc1cccc(C(=O)Nc2cc(S(=O)(=O)N3CCOCC3)ccc2N2CCCC2)c1	30	-0.2
Cc1ccc(NC(=O)COC(=O)Cc2ccccc2)cc1S(=O)(=O)N1CCOCC1	7	-0.3
COc1ccc(S(N)(=O)=O)cc1C(=O)OCC(=O)Nc1sccc1C#N	-4	0.0
COC(=O)c1ccc(OCC(=O)NC2CCCCCCC2)cc1	28	0.8
O=C(CCS(=O)(=O)c1ccccc1)Nc1ccc(S(=O)(=O)Nc2nccs2)cc1	6	0.1
CC(C)N(Cc1ccccc1)C(=O)CN1C(=O)NC2(CCOc3ccccc32)C1=O (configuration not stated)	6	0.3
Cc1cc(C)c(NC(=O)CN2C(=O)NC3(CCc4ccccc43)C2=O)c(Cl)c1 (configuration not stated)	4	-0.3
COc1cc2cnc(-c3ccccc3F)cc2cc1OC	6	0.0
Cc1ccccc1S(=O)(=O)NC(=NCc1ccc(F)cc1)c1ccccc1	5	0.3
COC(=O)c1cc(NC(=O)CN(C)C2CCS(=O)(=O)C2)cc(C(=O)OC)c1 (configuration not stated)	11	0.1
Cc1cn(-c2cccnc2)c(C)c1CNC[C@H]1O[C@@H](n2cnc3c(N)ncnc32)[C@H](O)[C@@H]1O	1	-0.2
COc1ccc(C)cc1NC(=O)CSc1cccc[n+]1[O-]	10	-0.1
Cc1ccc2oc3c(SCc4nc5ccccc5[nH]4)nc(C)nc3c2c1	-19	0.2
CC(C)(C)OC(=O)[C@H](Cc1ccccc1)NC(=O)c1nc[nH]c1C(=O)N1CCNCC1	20	-0.4
COc1ccccc1N1CCN(c2ccc(S(=O)(=O)N3CCN(C)CC3)cn2)CC1	10	0.1
CC(C)Cn1c(-c2cccc(S(=O)(=O)N3CCOCC3)c2)n[nH]c1=S	7	0.2
CN1CCN(S(=O)(=O)c2cccc(C(=O)N3CCN(c4ccccc4)CC3)c2)CC1	38	-0.2
O=C(COC(=O)c1ccc(O)cc1)Nc1ccc(S(=O)(=O)N2CCOCC2)cc1	4	-0.1
C[C@@H]1CN([C@@H](C)CO)C(=O)c2cc(NC(=O)CCC(F)(F)F)ccc2O[C@H]1CN(C)Cc1ccc(Cl)c(Cl)c1	25	-0.1
CCC1CCC2(CC1)NC(=O)N(CC(=O)NCc1ccccc1Cl)C2=O (configuration not stated)	16	-0.3
O=C(CN1C(=O)/C(=C2/SC(=S)N(CCS(=O)(=O)O)C2=O)c2ccccc21)Nc1cccc(C(F)(F)F)c1	28	-0.1
O=C(COC(=O)C12CC3CC(CC(Cl)(C3)C1)C2)Nc1ccccc1	4	-0.1
COc1cccc(CN(C)C(=O)CCC(=O)c2cc(Br)ccc2OC)c1	14	0.2
COc1ccc(N2CCN(C(=O)[C@H](C)N3C(=O)C4CC=CCC4C3=O)CC2)cc1 (some centres not stated)	24	0.3
CC1CCN(C(=O)COC(=O)CCC(=O)c2ccc(Cl)cc2)CC1	0	-0.1
CC(=O)c1cccc(NC(=O)CSc2nc3ccccc3c(=O)n2CCCN2CCOCC2)c1	4	-0.1
O=C(COC(=O)c1cccnc1Cl)NCc1ccc(F)cc1	10	-0.2
CC1(C)CC2CC(C)(CN2C(=O)COC(=O)c2cccc([N+](=O)[O-])c2)C1 (configuration not stated)	21	0.2
O=C(CSc1nc2cc(Cl)ccc2o1)NC1CC1	2	-0.1
Cc1cc(NC(=O)COC(=O)c2c(C)c(C)c(C)c(C)c2C)no1	-2	-0.1
O=C(COc1ccccc1[N+](=O)[O-])OCC(=O)c1ccc(Br)s1	5	0.1
COC(=O)[C@H](CC(C)C)NC(=O)Cn1cnc2c(SC)nc(N)nc21	-1	0.0
O=C(COC(=O)c1ccc2c(c1)OCCO2)NCCc1ccc(F)cc1	-3	0.3
COc1ccc(S(=O)(=O)N(C)C[C@H]2Oc3c(NS(=O)(=O)c4ccc(F)cc4)cccc3C(=O)N([C@H](C)CO)C[C@@H]2C)cc1	5	0.6
CS(=O)(=O)Cc1ccc(C(=O)N2CCN(C(=O)c3cccs3)CC2)cc1	11	-0.2
Cc1onc(-c2ccccc2)c1C(=O)Nc1cccc(S(=O)(=O)N2CCCCC2)c1	19	-0.1
CN(CC1COc2ccccc2O1)C(=O)CSc1ncccn1 (configuration not stated)	1	0.0
C[C@H]1CN([C@@H](C)CO)C(=O)c2cc(NC(=O)NC3CCCCC3)ccc2O[C@H]1CN(C)C(=O)Nc1ccc(C(F)(F)F)cc1	11	-0.1
Cc1ccc(NC(=O)Cc2nc(COC(=O)c3c(F)cccc3Cl)cs2)cc1	-9	-0.1
CCOC(=O)[C@@H]1[C@H]2COc3ccc(Br)cc3[C@@H]2N2C(=O)N(c3ccc(Cl)cc3)C(=O)[C@@]12C	-27	-0.1
CC(OC(=O)C1=COCCO1)C(=O)c1ccc(Br)cc1 (configuration not stated)	0	0.0

The list goes on:
SMILES	PREPL inhibitor	Efflux pump inh
C[C@@H]1CN([C@@H](C)CO)C(=O)c2cc(N(C)C)ccc2O[C@@H]1CN(C)S(C)(=O)=O	12	-0.2
CC1Sc2ccc(C(=O)NCc3ccccc3Cl)cc2NC1=O (configuration not stated)	17	-0.1
O=C(Cn1cc([N+](=O)[O-])ccc1=O)N1CCc2ccccc21	9	0.1
Cc1cc(NC(=O)CN2C(=O)NC(C)(c3ccc(Cl)cc3Cl)C2=O)no1 (configuration not stated)	11	0.7
Cc1ccc(N(C)S(=O)(=O)c2cccc(C(=O)OCC(=O)c3c(N)n(C)c(=O)n(C)c3=O)c2)cc1	-9	0.1
COC(=O)[C@]1(C)N[C@H](CN(C)C(=O)Nc2ccc(C)cc2)[C@@H]2C(=O)N(Cc3ccccc3)C(=O)[C@@H]21	6	-0.3
O=C(Nc1cc(S(=O)(=O)N2CCCC2)ccc1Cl)c1ccncc1	6	-0.2
COc1ccccc1CN(C)CC(=O)Nc1cccc(S(=O)(=O)N2CCCC2)c1	3	-0.1
Nc1ncnc2c1ncn2[C@@H]1O[C@H](CNCc2ccc(OCC(=O)Nc3nccs3)cc2)[C@@H](O)[C@H]1O	9	-0.2
CC(C)(C)OC(=O)NCc1ccc(NC(=O)c2nc[nH]c2C(=O)NCCCNC(=O)c2[nH]cnc2C(=O)Nc2ccc(CNC(=O)OC(C)(C)C)cc2)cc1	-19	0.3
O=C(CN1C(=O)C(=O)N(C2CCCC2)C1=O)Nc1ccccc1OC(F)F	6	0.1
CCN(CC)C(=O)[C@H]1CC(CC(=O)NCCCOC)C(=O)N2CCc3c([nH]c4ccccc34)[C@]12C (some centres not stated)	0	0.1
O=C(COC(=O)COc1ccc(Cl)cc1)NCc1ccc2c(c1)OCO2	20	0.0
O=C(CC1C[C@H](C(=O)N2CCOCC2)[C@@]2(CCC3CCCC3)c3[nH]c4ccccc4c3CCN2C1=O)NCCCn1ccnc1 (some centres not stated)	19	0.3
C[C@@H]1CN([C@H](C)CO)C(=O)c2cc(NC(=O)Nc3ccc(C(F)(F)F)cc3)ccc2O[C@H]1CN(C)S(=O)(=O)c1ccccc1	2	0.2
COc1ccc(NC(=O)c2cccc3c2C(=O)c2ccc(-c4ccc(F)cc4OCc4ccccc4)cc2S3(=O)=O)cc1	11	-0.2
O=C(COc1cccnc1[N+](=O)[O-])Nc1ccc(F)cc1	-13	0.0
CSc1ccccc1NC(=O)CSc1cccc[n+]1[O-]	1	0.0
